# Screening data (PubChem)
# HSP90 refold inh – HSP90 inhibitors, primary screen, cell lysate, luminescence | 290,000 compounds, 0.91% hits | Rabbit reticulocyte lysate, luciferase refolding luminescence, 3 h | Heat shock protein HSP 90 (rabbit reticulocyte lysate; luciferase refolding) | inhibition, % at 5.6 µM | AID 1789, 2009;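 active means inhibition above the screen-wide mean plus 3 SD, computed separately per campaign, cut at about 16% in these data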;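 further: 0% = DMSO wells and 100% = 60 µM geldanamycin wells; inhibitors lower the luminescence because luciferase stays unfolded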
# HSF1 inh – HSF1 inhibitors in luciferase reporter cells, primary screen, cell-based, NIH3T3, luminescence. AID 2098, 2009. NIH3T3-HGL HSE-luciferase, MG132-induced, luminescence 8 h; hits give low values. 300,000 compounds, 0.77% hits. activity change, negative = inhibition, % at 7.5 µM (by protocol);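 active means more than half of replicate wells show activity change below -50%, luminescence cut by over half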;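 further: luciferase reports HSF-1 transcriptional activity via heat shock element; 0% = median of DMSO wells and -100% = zero luminescence signal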
# AI-2 QS modul – Vibrio harveyi AI-2 quorum sensing modulators, primary screen, JMH597 strain, luminescence/OD600 ratio; Vibrio harveyi JMH597 AI-2 luminescence/OD600 ratio, 9 h; hits give low values; strain lacks LuxN and CqsS sensors; 0 = neutral-control median; activity change, % at 7.5 µM; 300,000 compounds, 0.4% hits; in the data active means activity change below about -75%, passing the limit was not always enough;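 further: luminescence divided by OD600 gain over 9 h not by final OD600 alone; inactives centre near 13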
# GSK3B inh – human GSK3beta kinase inhibitors, primary screen, biochemical, cell-free homogeneous, HTS; Glycogen synthase kinase-3 beta (Homo sapiens), P49841; GST-GSK3beta kinase, ADP-Glo luminescence, 60 min; hits give low values; 300,000 compounds, 0.038% hits; activity score (negative = inhibition), % at 10 µM; AID 2097, 2009;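 active means more than half of replicate wells score below -50%, meaning over 50% inhibition versus plate controls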;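 further: 0% = median DMSO wells and -100% = median GW8510 positive control wells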
# Target sequence (P49841 whole entry, looked up): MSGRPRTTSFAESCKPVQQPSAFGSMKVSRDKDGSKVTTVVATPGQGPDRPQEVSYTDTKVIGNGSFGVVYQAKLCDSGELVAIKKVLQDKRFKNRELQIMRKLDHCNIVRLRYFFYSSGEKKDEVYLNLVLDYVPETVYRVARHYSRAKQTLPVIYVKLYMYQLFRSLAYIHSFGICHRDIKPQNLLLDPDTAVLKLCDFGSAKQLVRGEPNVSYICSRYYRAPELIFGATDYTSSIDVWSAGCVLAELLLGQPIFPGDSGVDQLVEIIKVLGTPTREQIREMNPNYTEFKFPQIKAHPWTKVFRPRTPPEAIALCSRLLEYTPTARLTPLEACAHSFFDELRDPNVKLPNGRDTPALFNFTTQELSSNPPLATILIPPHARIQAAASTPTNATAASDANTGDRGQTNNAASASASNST
#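 Test system – GST-tagged human GSK3beta kinase, cell-free · Incubation – 60 min enzyme reaction, room temperature · Signal – ADP-Glo luminescence · Also added – peptide substrate and ATP at 25 µM · Controls – DMSO neutral wells and GW8510 at 20 µM as positive · Buffer or medium – Tris/MgCl2 kinase buffer · Measure – Luminescence-derived activity versus plate DMSO and GW8510 wells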
# HIF activator – HIF pathway transcriptional activators, primary screen, cell-based, U2OS HRE-luciferase, luminescence | U2OS HRE-luciferase reporter; normalized: DMSO 0%, desferrioxamine 100% | activation, % at 7.5 µM (by protocol) | 300,000 compounds, 0.32% hits | AID 1910, 2009;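 active means mean activation of at least 10% of the iron chelator positive control signal, with at least half of replicates also reaching 10%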
# HSF-1 act – HSF-1 activators, primary screen, NIH3T3-HGL cells, MG132 stress, luminescence, single point. activation, % at 9 µM. AID 504408, 2011. NIH3T3-HGL HSF-1 luciferase reporter, 8 h; 100% = twice DMSO control signal. 300,000 compounds, 1.7% hits;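 active means mean replicate activation of at least 50% with a set share of replicates each reaching 50%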;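 further: 0% = median of the neutral control wells and 100% = twice that signal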
# aSyn 5UTR inh – MLPCN primary screen, SNCA 5' untranslated region; inhibition, % (tested at 7.5 µM); 300,000 compounds, 0.82% hits; alpha-synuclein 5'UTR reporter, inhibitor activity; in the data active means inhibition above about 60%;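 further: H4 neuroglioblastoma cells stably carrying SNCA 5'UTR luciferase fusion; 0% = DMSO wells and 100% = positive control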
# KLF5 inhibitor – KLF5 expression inhibitors, primary screen, DLD-1 cells, luminescence; DLD-1 KLF5 promoter-luciferase reporter; inhibition, % at 5 µM; 290,000 compounds, 0.23% hits;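 active means inhibition above a per-plate limit of that plate's mean compound inhibition plus 3 SD, cut at about 60% in these data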;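 further: 0% = DMSO wells and 100% = LY294002 at 200 µM; higher means less KLF5 promoter-driven luciferase light; inactives centre near -14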
# GSK3 alpha inh – blockers of GSK3A enzyme activity – biochemical, luminescence, cell-free homogeneous, HTS, primary screen | Glycogen synthase kinase-3 alpha (Homo sapiens), P49840 | GSK-3 alpha kinase, ADP-Glo luminescence, 60 min | inhibition, % at 10 µM | 320,000 compounds, 0.1% hits | AID 2650, 2010;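 in the data active means inhibition above about 50%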;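 further: GST-tagged GSK-3 alpha with peptide substrate and 25 µM ATP; 0% = DMSO neutral wells and 100% = GW8510 positive control wells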
# Target sequence (P49840 whole entry, looked up): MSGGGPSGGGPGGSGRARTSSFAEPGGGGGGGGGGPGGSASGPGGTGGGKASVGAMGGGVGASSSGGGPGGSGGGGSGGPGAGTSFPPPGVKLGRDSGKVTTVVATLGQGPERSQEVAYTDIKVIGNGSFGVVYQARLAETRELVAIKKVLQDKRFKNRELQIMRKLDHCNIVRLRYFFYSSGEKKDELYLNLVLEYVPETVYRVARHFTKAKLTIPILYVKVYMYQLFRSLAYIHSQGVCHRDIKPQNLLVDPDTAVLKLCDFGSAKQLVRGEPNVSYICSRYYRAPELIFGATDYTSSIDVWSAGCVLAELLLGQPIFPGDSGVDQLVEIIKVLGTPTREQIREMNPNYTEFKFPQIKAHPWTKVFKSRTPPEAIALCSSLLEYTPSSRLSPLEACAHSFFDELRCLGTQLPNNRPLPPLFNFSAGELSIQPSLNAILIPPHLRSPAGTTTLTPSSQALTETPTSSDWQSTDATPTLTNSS
# IEC-6 tox – cytotoxicity in IEC-6 intestinal epithelial cells, primary screen, cytotoxicity control for KLF5 inhibitor project, cell-based, luminescence; IEC-6 cytotoxicity, luminescence viability; inhibition, % at 5 µM; 290,000 compounds, 0.78% hits; AID 1825, 2009; in the data active means inhibition above about 22%;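 further: 0% = plate median of test compound wells and 100% = cytotoxic reference compound wells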
# * = called active by the depositor; x = no result given.
SMILES,HSP90 refold inh,HSF1 inh,AI-2 QS modul,GSK3B inh,HIF activator,HSF-1 act,aSyn 5UTR inh,KLF5 inhibitor,GSK3 alpha inh,IEC-6 tox
Cc1ccc(S(=O)(=O)c2nc(-c3cccs3)oc2SCC(N)=O)cc1,-2,0,0,-1,-0.3,-2,-22,-12,1,5
Cc1ccc(C)c(NC(=O)c2cnn(-c3ccccc3)c2C)c1,-6,-5,-2,1,-8.0,-8,-81,-102,1,8
O=C(CN1CCN(CCO)CC1)Nc1ccccc1,-1,-6,4,-2,-2.2,-19,21,9,3,-4
O=C(OCn1nnc2ccccc2c1=O)c1cccnc1Cl,0,x,2,3,x,x,x,-4,0,-1
CCN(CC)Cc1c(C(=O)N/N=C/c2cccs2)nnn1-c1nonc1N,1,-8,10,-3,-0.7,-1,-8,1,76*,2
O=C(COc1ccc(Cl)cc1)Nc1cccc(S(=O)(=O)NC2=NCCCCC2)c1,x,9,31,-1,0.0,12,3,x,0,x
O=C(CSc1nccc(=O)[nH]1)c1ccco1,1,-7,14,0,-0.4,5,-7,-2,-2,1
Brc1ccc(-c2nc3ncccn3c2NC2CCCCC2)o1,-2,3,6,-1,-1.2,10,-13,-19,43,-2
COc1ccc(-c2noc(CN3CCCCC3c3nccn3C)n2)cc1 (stereo unspecified),3,-1,8,4,-0.3,-3,-11,23,0,0
COc1ccc(C(=O)Nc2ccc(Cl)c(S(=O)(=O)Nc3ccccc3OC)c2)cc1,-1,13,19,1,1.1,21,11,6,0,2
Cc1ccc2c(c1)nnn2C1CCN(CC(=O)NCCc2nc3ccccc3[nH]2)CC1,0,-4,29,-1,-0.5,-6,34,13,4,3
O=C(NCc1ccncc1)C(=O)N/N=C/c1ccc(OCc2ccccc2)cc1,0,4,7,-4,1.6,18,-93,-27,-2,5
Cc1cc(O)c(NC(=O)c2ccc(Br)o2)cc1C,0,3,13,3,4.7,-13,-178,-11,1,-4
Nc1c2c(nn1-c1ccc(F)cc1)CSC2,7,-6,28,0,-0.3,2,13,3,-1,-2
CC1CCCN(C(=O)C2CCN(CC(C)c3ccccc3)CC2)C1 (stereo unspecified),-2,8,9,4,-0.2,46,-17,-17,-6,-4

# An excerpt from above in order of their number in HSF-1 act, ascending:
SMILES	HSP90 refold inh	HSF1 inh	AI-2 QS modul	GSK3B inh	HSF-1 act	aSyn 5UTR inh	KLF5 inhibitor	GSK3 alpha inh
Cc1ccc(S(=O)(=O)c2nc(-c3cccs3)oc2SCC(N)=O)cc1	-2	0	0	-1	-2	-22	-12	1
O=C(CSc1nccc(=O)[nH]1)c1ccco1	1	-7	14	0	5	-7	-2	-2
O=C(NCc1ccncc1)C(=O)N/N=C/c1ccc(OCc2ccccc2)cc1	0	4	7	-4	18	-93	-27	-2

# (listing goes on)
SMILES,HSP90 refold inh,HSF1 inh,AI-2 QS modul,GSK3B inh,HIF activator,HSF-1 act,aSyn 5UTR inh,KLF5 inhibitor,GSK3 alpha inh,IEC-6 tox
CCCCN(CCCNC(=O)c1ccc(CS(=O)(=O)c2c(Cl)cccc2Cl)o1)Cc1ccccc1,0,0,21,0,0.4,0,14,-29,1,0
COc1ccc(CCNC(=O)C2CCC(CNS(=O)(=O)c3ccc(F)cc3)CC2)cc1OC (stereo unspecified),-3,0,11,-2,-0.2,-1,2,-6,-2,-10
Cc1cc(C)n(CC(=O)N/N=C/c2ccc([N+](=O)[O-])s2)n1,-1,3,14,1,0.0,4,-17,-2,-1,-3
O=C(Nc1c2c(nn1-c1ccccc1)CS(=O)(=O)C2)c1ccc2c(c1)OCO2,4,0,21,1,0.0,1,1,-8,1,-2
CCOC(=O)N1CCC(N2C(=O)c3ccccc3C2Nc2ccccc2)CC1 (stereo unspecified),0,-3,5,-2,0.0,17,23,-21,1,2
C/C(=N\NC(=O)c1ccc2ccccc2c1)c1cccs1,8,x,27,1,x,x,x,-152,x,6
COc1ccc(/C=N/NC(=O)Cc2csc(Nc3cccc(C(F)(F)F)c3)n2)cc1C,3,2,26,-2,0.0,-1,-1,6,-3,-2
CCOC(=O)c1cc(-c2csc(-c3ccc(C(C)(C)C)cc3)n2)on1,-4,x,21,1,x,x,x,18,-3,-5
CC1CCCC(C)N1C(=O)CSc1nnc(NC(=O)Cc2cccs2)s1 (stereo unspecified),-3,-4,15,2,0.2,9,13,-4,-1,-2
O=C(Nc1ccccc1C(F)(F)F)c1cc(-c2ccccc2O)on1,21*,23,1,3,2.6,65*,-141,-20,-3,-7
O=C(NCCc1ccccc1)c1ccc2nc(-c3ccco3)c(-c3ccco3)nc2c1,4,7,33,-1,0.1,1,6,-27,0,-7
COc1cccc(CN2CCNC(=O)C2CC(=O)N(C)CCc2ccccn2)c1OC (stereo unspecified),2,-2,27,4,0.1,-10,-5,-5,0,-2
Cc1ccc(C2CCN(C(=O)Nc3ccc(F)cc3)C2)cc1 (stereo unspecified),-7,18,10,4,1.7,8,-125,-79,-1,-4
CC1CC(C)CN(C(=S)SCc2nc(N)nc(Nc3ccccc3)n2)C1 (stereo unspecified),-1,4,0,0,0.1,6,11,-15,-2,2
Cc1ccc(C)c2[nH]c(=O)c(CN(Cc3nnnn3C3CCCCC3)CC3CCCO3)cc12 (stereo unspecified),0,2,9,1,-0.1,-4,-9,13,-2,6
CC(C)(C)n1nc2c(c1NC(=O)Cc1ccc(F)cc1)CS(=O)(=O)C2,-2,-6,2,3,0.2,14,32,-11,0,3
O=C(COC(=O)c1ccc(NS(=O)(=O)c2cccs2)cc1O)Nc1nc2ccccc2s1,0,1,28,4,0.1,7,-19,-31,-3,-12
CC(SCc1nc2sc3c(c2c(=O)[nH]1)CCCC3)C(=O)Nc1ccccn1 (stereo unspecified),x,4,16,0,0.6,-2,-6,x,-1,x
CC(=O)Nc1cccc(-n2nnc(SCC(=O)Nc3ccccc3)n2)c1,3,-1,12,-4,0.4,0,-27,6,3,7
CCNC(=S)N/N=C/c1c(C)nn(-c2cccc(Cl)c2)c1Cl,7,11,27,-4,0.0,11,28,11,-2,-6
Cc1cccc(N/C(=N\S(=O)(=O)c2ccccc2)C(F)(F)F)c1,-2,8,-11,7,0.2,27,-29,-10,2,0
O=C(NCC(=O)N(Cc1cccs1)C(C(=O)NC1CCCC1)c1cccnc1)c1ccco1 (stereo unspecified),12,-5,20,5,-0.2,11,-15,-5,-1,1
O=C(CNC(=O)c1cccc(OC(F)F)c1)Nc1ccc(Cl)cc1,2,1,0,-3,-6.5,1,-8,-32,-1,0
CN(c1ccccc1)c1nc(N)c([N+](=O)[O-])c(N2CCOCC2)n1,-1,3,3,0,0.3,2,16,-19,4,2
COc1ccc(NC(=O)c2cccc(N3C(=O)C4CCC(C)CC4C3=O)c2)c(OC)c1 (stereo unspecified),-1,0,21,0,-0.5,16,-3,-10,3,3
Cc1oc(CC(C)C)c(CN)c1C(=O)O,-1,x,15,-2,0.4,x,1,-28,-5,-3
CCCC(C(=O)OCC)P(=O)(c1ccccc1)c1ccccc1 (stereo unspecified),2,-12,-22,3,0.0,-3,-13,-9,0,-4
OCCN(CC(O)Cn1ccc2ccccc21)CC(O)Cn1ccc2ccccc21 (stereo unspecified),8,-1,11,-4,-0.6,13,3,-11,10,6
Cc1ccccc1NC(=O)C(Cl)=C(Cl)Cl,-1,20,16,-3,0.2,45,-20,-11,-2,5
Cc1cc(NC(=O)c2cccc(S(=O)(=O)N3c4ccccc4CC3C)c2)no1 (stereo unspecified),-1,1,34,-1,0.3,1,33,-40,-3,1
O=C(N/C(=C/c1ccccc1)C(=O)N1CCCCC1)c1ccc(Br)o1,-2,2,11,2,0.8,30,-16,-17,-2,2
Cc1ccc(Cn2c(Sc3ncccn3)nc3c2c(=O)[nH]c(=O)n3C)cc1,2,-65*,35,2,-0.5,-73,4,-6,0,-4
Cc1ccc(OCCCOc2cccc3cccnc23)cc1C,-2,10,12,3,0.6,19,-31,-20,-2,-6
CCCOc1ccc(C(O)CCNC(CC(=O)O)c2ccccc2)cc1 (stereo unspecified),-4,-11,12,-11,-0.2,-8,6,-33,-1,-8
CN(C(=O)CSc1nnc(CNC(=O)c2ccccc2)o1)c1ccccc1,-6,5,18,2,-0.2,7,7,-25,0,-12
COc1ccc(-c2ccc(CCC(=O)O)n2CC2CCCO2)cc1 (stereo unspecified),4,8,17,1,0.0,-3,-10,-23,-3,-7
O=C1c2ccccc2NC(c2cccc([N+](=O)[O-])c2)N1O (stereo unspecified),-3,0,41,1,-10,47,-3,2,-1,2
CCOc1ccccc1/C=N/NC(=O)c1cccc(Cl)c1,-6,0,-8,-2,-0.3,4,-32,-27,-2,1
COc1ccc(C2CC(c3ccccc3)=NN2C(=O)COC(=O)c2cccnc2)cc1 (stereo unspecified),6,19,29,0,-5.9,29,-62,3,-1,0
CCc1ccc(C2NC(=O)c3ccccc3O2)cc1 (stereo unspecified),-2,26,2,3,1.3,36,-31,-46,-1,0
CCC(C)n1ncn(-c2ccc(N3CCN(c4ccc(OC)cc4)CC3)cc2)c1=O (stereo unspecified),3,-3,3,2,0.2,-11,32,12,-1,10
O=C1Nc2ncccc2OC1CCCl (stereo unspecified),0,-2,40,-1,0.7,-17,15,-1,0,5
Nc1ccc(Oc2ccc(Cl)cc2)cc1,3,-27,17,-2,-0.8,-33,50,-24,7,7
CCCOc1ccc(N2C(=O)CC(SC(=NC)Nc3ccc(F)cc3)C2=O)cc1 (stereo unspecified),0,-8,16,5,0.0,-22,12,-42,2,-9
CCOC(=O)c1c(C=O)c(C)n(Cc2ccc(C)cc2)c1C,2,4,13,-1,0.3,1,17,-17,-1,-2
Cc1ccc(NS(=O)(=O)c2ccccc2)c2c1CC(C)(C)O2,-1,-13,3,3,-0.5,-5,10,-25,0,-5
Cc1ccsc1/C=N/NC(=O)CNC(=O)c1cccc([N+](=O)[O-])c1C,3,-1,7,0,-3.9,-15,7,-23,-3,-4
Cc1cnn(C(=O)c2cc(-c3ccccc3)nc3ccccc23)c1,4,-2,3,-1,0.4,-8,13,-8,-4,2
O=C(Nc1ccc([N+](=O)[O-])cc1)Nc1ccc2c(c1)OCCO2,0,31,-23,5,1.8,64*,-92,-76,-5,9
CC1CCCC(C)N1C(=O)CNCc1ccc2c(c1)OCO2 (stereo unspecified),3,-5,17,-1,0.4,-13,-6,4,-2,7
